EP2 antag: EP2 receptor (human) inhibition. P43116. C6 glioma cells expressing human EP2, cAMP TR-FRET; cells stimulated with saturating PGE2. inhibition, % at 25 µM. 0.52% of 260,000 active;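 active = percent inhibition above 40 after rounding to a whole number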;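 note: rat C6 glioma host cells with rolipram phosphodiesterase inhibitor present; the protocol text gives 20 µM as final concentration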
Target sequence (P43116 whole entry, looked up): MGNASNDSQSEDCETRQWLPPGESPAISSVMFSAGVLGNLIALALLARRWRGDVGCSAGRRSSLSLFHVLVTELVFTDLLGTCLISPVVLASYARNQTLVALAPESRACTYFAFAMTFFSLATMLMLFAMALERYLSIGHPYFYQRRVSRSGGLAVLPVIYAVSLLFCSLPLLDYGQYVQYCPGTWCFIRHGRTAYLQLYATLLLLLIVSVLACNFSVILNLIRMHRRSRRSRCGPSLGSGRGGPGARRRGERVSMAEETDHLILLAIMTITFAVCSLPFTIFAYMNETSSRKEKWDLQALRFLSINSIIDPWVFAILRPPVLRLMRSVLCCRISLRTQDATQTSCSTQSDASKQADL
* = called active by the depositor. The list is partial; the hit share may differ from the screen's.

compound | EP2 antag
CC(=O)c1cn(CC(=O)NC2CCCCCC2)c2ccccc12 | 12.6
CC(C)=CCc1c2c(c(O)c3c(=O)c(O)c(-c4ccccc4)oc13)C=CC(C)(C)O2 | 11.0
CCn1c(SCC(=O)Nc2cccc(C)c2)nnc1C(C)C | 11.6
COc1ccc(CN2CCc3c(nc(N4CCCCC4C)[nH]c3=O)C2)cc1OC (stereo unspecified) | 0.0
Cc1ccc2nc3c(cc2c1)CN(Cc1cccs1)C(=O)CO3 | 9.4
O=C(Oc1cccc2cccnc12)c1cc2ccccc2oc1=O | 11.7
Cc1ccc(-n2nnnc2SCC(=O)c2ccc3c(c2)OCCO3)c(C)c1 | 20.9
COc1cccc(OC)c1CN(Cc1cccnc1)C1CC(C)(C)NC(C)(C)C1 | 6.9
Cc1ccc2cc(CN(CC3CCCO3)C(=S)NCc3ccccc3)c(=O)[nH]c2c1C (stereo unspecified) | 13.5
O=C(Cn1ncn2c(cc3ccsc32)c1=O)NC1(c2ccccc2)CCCC1 | 5.4
O=C1NC2(CCN(C(=O)c3cc(-c4ccc(Cl)cc4)on3)CC2)Nc2ccccc21 | 7.0
Cn1nc(CCC(=O)NCCn2nnn(-c3ccccc3)c2=O)c2ccccc2c1=O | 11.8
COc1ccc2cc(C(c3nnnn3C3CCCC3)N3CCCCC3)c(=O)[nH]c2c1 (stereo unspecified) | 7.3
COc1ccc(-c2ocnc2C(=O)N2CCN(C(C)=O)CC2)cc1OC | 4.7
CCN1C2=C(C(=O)CCC2)C(c2ccc3c(c2)OCO3)C2=C1CCCC2=O | 10.2
CCOc1ccccc1C(=O)Nc1nnc(Cc2ccc(OC)c(OC)c2)s1 | 6.1
CCCN(CCC)S(=O)(=O)c1c(C)ccc2nsnc12 | 9.6
COc1ccc(NC(=O)CSc2nc3ccc(C)cc3cc2C#N)cc1 | 7.8
CC(C)(C)NC(=O)C(c1ccncc1)N(C(=O)c1csnn1)c1ccc(Cl)cc1 (stereo unspecified) | 5.5
CCc1[nH]nc2c1C1(C(=O)N(C)c3ccccc31)C(C#N)=C(N)O2 (stereo unspecified) | 8.4
COCCn1c(-c2ccc(OC)cc2)cnc1SCC(=O)O | 11.7
COc1cccc(N(CC(=O)N2CCCCC2)S(=O)(=O)c2ccc(C)cc2)c1 | 15.8
CCN1CC=C2C(C#N)=C(N)C(C#N)(C#N)C(c3ccc(OC)c4ccccc34)C2C1 (stereo unspecified) | 19.6
CC1CC(C)CN(C(=O)C2(NC(=O)Nc3ccc(F)cc3F)CCCCC2)C1 (stereo unspecified) | 13.0
O=C(NCCCl)c1c(O)c2ccccc2[nH]c1=O | 7.0
CC(=O)C1=C(O)C(=O)N(CCNCCO)C1c1ccc(N(C)C)cc1 (stereo unspecified) | 5.6
CCCN1C2CCCC1CC(NC(=S)Nc1ccc(OC)cc1OC)C2 (stereo unspecified) | -1.2
CC(C)OC(=O)CC12CN3CC(CC(=O)OC(C)C)(CN(C1)C(=O)c1ccccc1C3=O)C2 | 9.4
O=C(O)c1cccnc1N1CCN(Cc2ccc3c(c2)OCO3)CC1 | 12.5
CCOC(=O)CSc1nnc(-c2cccc(C)c2)o1 | 7.3
CCC(=O)NCCCn1c(-c2cccnc2C)cc2cccnc21 | 2.0
COc1ccc(/C(O)=C2/C(=O)C(=O)N(C)C2c2ccc(O)cc2)cc1OC (stereo unspecified) | 17.3
COc1ccc(NC(=O)COC(=O)C2CC(=O)N(c3ccc(C)c(C)c3)C2)cc1 (stereo unspecified) | 13.6
Cc1nc2c(c(=O)[nH]1)CCN(C(=O)Cn1c3ccccc3c3ccccc31)C2 | 7.1
COc1ccc(-c2nc3cnccn3c2NCc2ccco2)cc1 | 10.7
Cc1ccc(NC(=S)N(Cc2cccnc2)Cc2cc3cccc(C)c3[nH]c2=O)cc1 | 18.3
CCOC(=O)Cc1csc(NC(=O)CSc2nc3c(C)ccc(C)c3cc2C#N)n1 | 28.2
CC(C)NC(=O)Cn1c2ccccc2n2c(SCC(=O)N3CCc4ccccc4C3)nnc12 | 11.4
COCC(C)NC(=O)CCCSc1nc(-c2ccco2)cc(C(F)(F)F)n1 (stereo unspecified) | 8.2
COCCNC(=O)c1cn(C[C@H]2CCCN(C(=O)c3oc(C)nc3C)C2)nn1 | 11.6
Cc1c(C(=O)Nc2ccccc2)sc2ncn(CC(N)=O)c(=O)c12 | 9.5
CCN(CC)C(=O)c1sc(NC(=O)c2ccc(OC)c(OC)c2)c(C#N)c1C | 5.0
O=C(c1ccccc1-c1ccccc1)N1CCC(c2ccncc2)CC1 | 3.3
COc1cccc(-n2c(SCC(=O)N3CCCCC3)nnc2-c2ccoc2C)c1 | 10.9
CCN1C(=O)N[C@@H](c2ccco2)C(C(C)=O)=C1C | -0.9
CCC(C)NC(=O)C1CCN(Cc2cccc(OC)c2O)CC1 (stereo unspecified) | 15.3
O=C(O)c1oc(C(=O)O)c(C(=O)O)c1C(=O)O | 10.6
COc1ccc(NC(=O)c2ccc(-c3cccc(Cl)c3)o2)c(OC)c1 | 11.0
CCCCn1nc(CC(=O)N2CCn3c(nnc3C3CC3)C2)c2ccccc2c1=O | 7.5
Cc1c(O)cc(O)c2c(=O)c(-c3ccc(O)cc3)coc12 | 13.8
S=C(Nc1ccc(Cl)cc1)N1CCC(c2nc3ccccc3[nH]2)CC1 | 11.2
Cc1cc(NCc2cccnc2)n2c(nc3ccccc32)c1C#N | 7.6
C[C@@H](Cn1nnc2ccccc21)NC(=O)CN1CCCC1=O | 4.3
CC1=C(C(=O)OC(C)(C)C)C(c2ccc(OCC(N)=O)cc2)C(C#N)=C(N)O1 (stereo unspecified) | 9.9
CCc1cc2ccccc2nc1SCC(=O)Nc1ccccc1C(F)(F)F | 4.8
O=C1c2cccc([N+](=O)[O-])c2C(=O)N1c1ncn[nH]1 | 16.1

An excerpt from above in order of number of heavy atoms, largest number first:
compound | EP2 antag
CCCCn1nc(CC(=O)N2CCn3c(nnc3C3CC3)C2)c2ccccc2c1=O | 7.5
S=C(Nc1ccc(Cl)cc1)N1CCC(c2nc3ccccc3[nH]2)CC1 | 11.2
Cc1cc(NCc2cccnc2)n2c(nc3ccccc32)c1C#N | 7.6
Cc1c(O)cc(O)c2c(=O)c(-c3ccc(O)cc3)coc12 | 13.8

Later entries.
compound | EP2 antag
C=C/C(C)=C/[C@@]1(C)SC(=O)C(C)=C1O | 12.2
CCC(CN1CCOCC1)NC(=O)Cc1sc(C)nc1-c1ccc(F)cc1 (stereo unspecified) | 3.6
Cc1ccc(C(C)C(=O)N2CCC[C@@H](Cn3nc(-c4cccs4)ccc3=O)C2)cc1 (stereo partly specified) | 7.2
Cc1cccc(-n2c(-c3ccco3)nn(CC(=O)NC3CCCCC3)c2=O)n1 | 4.6
CC1CCC(NC(=O)C2CCN(S(=O)(=O)c3ccc(Cl)cc3)CC2)CC1 (stereo unspecified) | 5.9
CC(C)(C)C(=O)c1cn(CC(N)=O)c2ccccc12 | 8.6
CCOCc1nnc(NC(=O)Cn2ccc3ccc(F)cc32)s1 | 5.4
O=C1CCCN1c1ccc(S(=O)(=O)NC2(c3ccccc3F)CC2)cc1 | 4.5
CC1CCN(C(=O)CSc2nc3ccccc3n2CC(=O)N(C(C)C)C(C)C)CC1 | 6.1
Cc1ccc(Cl)cc1NC(=O)COc1ccc(S(=O)(=O)N2CCCC2)cc1 | 11.0
CN(C)CCCn1cnn2c3ccccc3nc12 | 1.1
CCc1cc2c(C)cc(C)cc2nc1SCC(=O)N1CCN(C(=O)c2ccco2)CC1 | 7.2
C#CCOc1ccc(CN2CCC(NC(C)=O)(c3ccccc3F)CC2)cc1OC | 3.6
O=C(CCc1ccccc1)N1CCCC(c2noc(-c3ccccn3)n2)C1 (stereo unspecified) | 1.9
Cc1ccc(NC2OC(CO)C(O)C2O)cc1C (stereo unspecified) | 11.7
CC1=CC2C(CC1=O)C(C)=CCC2C(C)C (stereo unspecified) | 2.1
CCc1nc2ccc(NC(=O)CCn3nc(C)c(C)c3C)cc2[nH]1 | 2.1
CCCn1c(SCC(=O)NC(C)(C)C)nc2c1c(=O)n(C)c(=O)n2C | 2.4
CCOC(=O)C[C@H]1c2ccccc2S(=O)(=O)N1Cc1cccc(C(F)(F)F)c1 | 15.7
COc1ccccc1NC(=O)C1CCCN1C(=O)Oc1ccccc1 (stereo unspecified) | 8.4
N#Cc1ccccc1CN1C(=O)CSC1=O | 18.7
Nc1cc(-c2cccs2)nn(CC(=O)Nc2ccc(N3CCCCC3)cc2)c1=O | 7.1
O=C(CSc1ncnc2scc(-c3ccccc3)c12)c1ccc2c(c1)OCCO2 | 9.1
O=C(O)c1cc2c([nH]1)CCCC2 | 4.8
CCOC(=O)C[C@H]1c2ccccc2S(=O)(=O)N1C1CC1 | 24.5
COCCOc1ccc(CN2CCc3sccc3C2C)cc1OC (stereo unspecified) | 4.2
O=[N+]([O-])c1cc(-c2csc(NCCc3nc4cc(Cl)c(Cl)cc4n3CCCO)n2)ccc1Cl | 10.4
CCC(c1nnnn1C1CCCCC1)N(CCc1ccccc1C)Cc1cc2cccc(C)c2[nH]c1=O (stereo unspecified) | 2.3
CCc1cc2ccc(OC)cc2nc1SCC(=O)NCc1ccccc1 | 11.0
Cc1nc2c(c(=O)[nH]1)CCN(Cc1ccc(N(C)CCO)cc1)C2 | 7.6
CCc1n(CC(O)COc2ccc(C(C)=O)cc2)c2ccccc2[n+]1C (stereo unspecified) | 13.2
COc1ccc(CC(=O)Nc2nnc(Cc3ccccc3)s2)cc1OC | 4.4
O=C(Nc1ccc(N2CCOCC2)c(Cl)c1)c1ccccc1I | 21.2
Cc1nn(-c2ccc(Br)cc2)c2c1C(c1ccccc1Cl)C(C#N)=C(N)O2 (stereo unspecified) | 22.9
Cn1ccc2cc(NC(=O)Nc3cccnc3)ccc21 | 15.7
CCn1cc(C(CC(=O)O)C(=O)O)c2ccccc21 (stereo unspecified) | 8.0
CO[C@@H]1/C=C\O[C@]2(C)Oc3c(C)c(O)c4c(O)c(c(CN(C)C)c(O)c4c3C2=O)NC(=O)C(C)=C/C=C\[C@@H](C)[C@@H](O)[C@H](C)[C@@H](O)[C@H](C)[C@H](OC(C)=O)[C@@H]1C | 51.7*
COCCNS(=O)(=O)c1ccc(-n2cnnn2)c(OC)c1 | 9.1
NCCCC(O)(P(=O)(O)O)P(=O)(O)O | 4.7
COCC(=O)N(Cc1cc2cc(C)ccc2[nH]c1=O)c1cccc(C)c1C | 9.6
COc1ccccc1C1(NC(=O)Cc2ccc3c(c2)OCO3)CCCC1 | 2.8
O=C(CCN1C(=O)/C(=C/c2cccs2)SC1=S)Nc1ccc(O)cc1 | 12.6
COc1cccc(CNCC(=O)N2CCCC2)c1 | 5.8
O=C(c1c(F)cccc1F)N1CCC(n2nnc3ccccc3c2=O)CC1 | 5.2
CCOc1nc(C)ccc1-c1noc(-c2cccc(OC)c2)n1 | 1.9
COC(C/C=C/[C@H](O)[C@@H](C)OCc1ccccc1)OC | 16.8
CCCc1nn(C)c2c(=O)[nH]c(-c3cc(S(=O)(=O)N4CCN(C)CC4)ccc3OCC)nc12 | 12.3
COc1ccc2c(C)cc(=O)oc2c1 | 4.9
Cc1ccc(-n2cccc2CN(CCCn2ccnc2)Cc2cccc(F)c2)nc1 | 5.0
CC(=O)N1CCN(c2ccc(NC(=O)CC34CC5CC(CC(C5)C3)C4)cc2)CC1 | 11.6
COc1ccc(-n2c(SCC(=O)NC(C)(C)C)nnc2-c2ccccn2)cc1 | 10.3
CCOC(=O)CNC(=O)CSc1nnc2c3c4c(sc3ncn12)CC(C)CC4 (stereo unspecified) | 6.2
Cc1cc(C)c2cc(C#N)c(SCC(=O)Nc3sc(C)c(C)c3C#N)nc2c1 | 5.1
CCN1CCN(c2nc3c(c(=O)[nH]c(=O)n3C)n2Cc2ccccc2F)CC1 | 11.3
COc1ccc(C2CC3CC(COC(=O)c4cc(OC)c(OC)c(OC)c4)CCN3C2)cc1 (stereo unspecified) | 15.2
COc1ccc(OC)c(-c2csc(N(CCCN3CCOCC3)C(=O)c3ccccc3)n2)c1 | 9.9

Next entries:
compound | EP2 antag
Cc1ccc(C)c2[nH]c(=O)c(CN(CCCO)C(=O)Nc3ccccc3Cl)cc12 | 6.6
CCC(C)(C)n1nnnc1C(c1cc2cc3c(cc2[nH]c1=O)OCO3)N1CCc2ccccc2C1 (stereo unspecified) | 3.3
Cc1ccc2cc(CN(CCCN(C)C)C(=O)Nc3ccc(Cl)cc3)c(=O)[nH]c2c1C | 12.2
Cc1cc(C)cc(OCC(=O)Nc2sc3c(c2C(N)=O)CCC3)c1 | 31.6
Cc1ccc(CN(C(=O)c2csnn2)C(C(=O)NC2CCCCC2)c2ccccn2)cc1 (stereo unspecified) | 6.1
COc1ccccc1NC(=O)CN1C(=O)c2ccccc2S1(=O)=O | 5.3
OCCN(CO)CO | 12.4
CC(C)N(C(=O)CN1CCN(c2ccccc2)CC1)C(C)C | 8.6
O=C(CN(C(=O)c1csnn1)c1ccc(Br)cc1)NC1CCCC1 | 17.5
Cc1cccc2cc(C(c3nnnn3C3CCCC3)N3CCN(C4CCCCC4)CC3)c(=O)[nH]c12 (stereo unspecified) | 6.3
COc1ccc(CNC(=O)CSc2nc3cc4c(cc3cc2C)OCCO4)cc1 | 26.1
O=c1c(O)cc([C@H]2Oc3cc(O)cc(O)c3C[C@H]2O)cc2c([C@H]3Oc4cc(O)cc(O)c4C[C@H]3O)cc(O)c(O)c12 | 11.0
COc1ccc(NC(=O)c2ccc(C3SCC(=O)N3Cc3ccco3)cc2)cc1 (stereo unspecified) | 1.2
CCOC(=O)c1ccc(NC(=O)c2c(O)c3cc(OC)c(OC)cc3[nH]c2=O)cc1 | 12.7
CC(=O)NC1C(=O)N=C(C)N1c1ccccc1 (stereo unspecified) | 10.2
COc1ccccc1CCCNC(=O)c1cc(-c2ccccn2)n[nH]1 | 3.5
Cc1nn(CCC(=O)Nc2ccc3[nH]c4c(c3c2)CCCC4)c(C)c1C | 8.0
O=C(Nc1ccc2oc(-c3cccnc3)nc2c1)c1cccc2ccccc12 | 10.6

Screens from PubChem.
